# Rv3671c protease: Rv3671c (M. tuberculosis) protease inhibition. AID 2606. inhibition, % at 5.96 µM. 320,000 compounds, 0.048% hits; in the data active = inhibition above about 38%;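 also: extracellular domain of Rv3671c used as enzyme; 0% = enzyme with DMSO and 100% = no enzyme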
# Vc quorum ag: inducers of Vibrio cholerae quorum light production without autoinducers | V. cholerae BH1578 lux reporter, luminescence, 6 h | activation, % at 18.7 µM | 350,000 compounds, 0.16% hits | AID 588436; in the data active = activation mostly above about 9.7%, no sharp cut-off; also: not every result past the cut was called active; inactives centre near 0; reference of the scale not given here
# Anthrax LF inh2: inhibitors of Bacillus anthracis lethal factor protease; multiplex microsphere protease cleavage assay, LF; AID 588501; 360,000 compounds, 0.12% hits; inhibition, % at 10 µM; P15917; in the data active = inhibition above about 30%; also: plate controls were buffer without enzyme for full effect and enzyme alone for no effect
# Target sequence (P15917 whole entry, looked up): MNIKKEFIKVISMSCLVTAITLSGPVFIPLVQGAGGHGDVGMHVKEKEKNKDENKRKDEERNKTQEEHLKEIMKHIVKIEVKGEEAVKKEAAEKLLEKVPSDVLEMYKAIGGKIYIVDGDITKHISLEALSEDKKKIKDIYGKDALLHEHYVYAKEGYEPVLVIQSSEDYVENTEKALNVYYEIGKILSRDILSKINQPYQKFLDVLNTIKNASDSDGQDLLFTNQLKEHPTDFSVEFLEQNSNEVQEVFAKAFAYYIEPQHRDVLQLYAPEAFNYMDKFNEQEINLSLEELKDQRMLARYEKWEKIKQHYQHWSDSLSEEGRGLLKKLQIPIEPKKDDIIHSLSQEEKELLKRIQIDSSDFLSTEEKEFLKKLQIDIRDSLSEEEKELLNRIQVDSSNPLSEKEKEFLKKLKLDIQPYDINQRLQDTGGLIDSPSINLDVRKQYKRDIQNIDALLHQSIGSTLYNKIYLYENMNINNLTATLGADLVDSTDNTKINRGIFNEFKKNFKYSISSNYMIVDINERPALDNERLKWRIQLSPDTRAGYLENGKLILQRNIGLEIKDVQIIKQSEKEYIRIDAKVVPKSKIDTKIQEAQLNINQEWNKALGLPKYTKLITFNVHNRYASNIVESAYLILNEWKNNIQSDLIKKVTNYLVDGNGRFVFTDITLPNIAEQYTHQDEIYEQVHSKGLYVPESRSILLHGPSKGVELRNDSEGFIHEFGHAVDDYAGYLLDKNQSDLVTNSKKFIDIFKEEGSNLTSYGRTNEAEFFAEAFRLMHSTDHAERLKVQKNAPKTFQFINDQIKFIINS
# TcdB inh: blocks C. difficile toxin B glycohydrolase activity; 350,000 compounds, 0.24% hits; P18177; inhibition, % at 9.99 µM; TcdB glycohydrolase enzymatic assay, plate reader; AID 652162; in the data active = inhibition above about 10%
# 3CLpro inhibitor: SARS-CoV 3CLpro protease inhibition; P0C6X7; recombinant SARS-CoV 3CLpro, quenched FRET peptide cleavage; inhibition, % at 6 µM; 290,000 compounds, 0.14% hits; AID 1706; in the data active = inhibition above about 12%
# SSB-PriA inh: inhibitors of Klebsiella pneumoniae PriA binding to SSB C-terminal tail | AlphaScreen SSBct-PriA binding, biotinylated peptide | inhibition, % at 33 µM | 430,000 compounds, 0.6% hits; in the data active = inhibition mostly above about 37%, no sharp cut-off; inactive = mostly below about 20%;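 also: plate controls were negative control peptide for no effect and reference peptide for full effect; strong numbers were not always called active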
# Y pestis TopoI: Y. pestis Topo-I inhibition via cleavage products. Y. pestis Topo-I cleavage product accumulation, plate reader. activity, % at 10 µM. 360,000 compounds, 0.064% hits. AID 504884; in the data active = activity above about 50%, passing the limit was not always enough; also: inactives centre near 2
# MazEF act: increases E. coli MazEF RNase cleavage of RNA | P0AE70 | FAM/BHQ RNA-DNA oligo cleavage fluorescence, 5 h | activation, % at 20 µM | 350,000 compounds, 0.32% hits; in the data active = activation above about 50%
# Target sequence (P0AE70 whole entry, looked up): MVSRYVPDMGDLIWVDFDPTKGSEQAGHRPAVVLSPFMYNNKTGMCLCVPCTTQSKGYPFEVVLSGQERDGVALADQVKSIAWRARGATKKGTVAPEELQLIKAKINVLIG
# VHR inh abs: inhibitors of human VHR1 phosphatase (DUSP3); P51452; recombinant VHR phosphatase, pNPP absorbance; inhibition, % at 13.3 µM; 290,000 compounds, 0.52% hits; AID 1654; in the data active = inhibition above about 50%; also: some compounds called inactive have numbers as strong as hits
# PfHsp40 yeast: rescue of PfHsp40-mediated yeast toxicity | 340,000 compounds, 0.68% hits | AID 504582 | S. cerevisiae expressing PfHsp40, growth rescue, ATP luminescence | growth rescue, % at 12.5 µM; in the data active = growth rescue above about 28%, passing the limit was not always enough;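 also: yeast W303a lacking pdr1 and pdr3 grown in galactose medium; growth measured after three days at 30 °C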
# An asterisk follows results filed as active; i = inactive; x = not tested or not shown; & = joins results of further samples. Some of the compounds tested; count on the stated rates, not on these rows.
# Start of the data: the first 4 entries (preview)
Molecule,Rv3671c protease,Vc quorum ag,Anthrax LF inh2,TcdB inh,3CLpro inhibitor,SSB-PriA inh,Y pestis TopoI,MazEF act,VHR inh abs,PfHsp40 yeast
O=C(NCCN1CCOCC1)c1cc(-c2ccc(Cl)cc2)on1,9,i,-3,0.9,-3,-7,8,4,38,-1.8
Cc1ccc(NC(=O)CCN2C(=O)NC(C)(C)C2=O)cc1F,x,-0.9,8,1.9,x,-1,3,-2,x,1.8
CC(C)(C)NC(=O)C(c1cccs1)N(Cc1ccc(F)cc1)C(=O)c1csnn1 (stereo not drawn),-6,-0.1,-2,1.5,4,-8,4,8,31,0.4
O=C(CSc1ccc2nnc(CCNC(=O)c3ccc(F)cc3)n2n1)NCc1ccco1,-3,0.6,-4,-2.1,4,5,4,6,24,-0.4

# The listing (from the top)
Molecule,Rv3671c protease,Vc quorum ag,Anthrax LF inh2,TcdB inh,3CLpro inhibitor,SSB-PriA inh,Y pestis TopoI,MazEF act,VHR inh abs,PfHsp40 yeast
O=C(NCCN1CCOCC1)c1cc(-c2ccc(Cl)cc2)on1,9,i,-3,0.9,-3,-7,8,4,38,-1.8
Cc1ccc(NC(=O)CCN2C(=O)NC(C)(C)C2=O)cc1F,x,-0.9,8,1.9,x,-1,3,-2,x,1.8
CC(C)(C)NC(=O)C(c1cccs1)N(Cc1ccc(F)cc1)C(=O)c1csnn1 (stereo not drawn),-6,-0.1,-2,1.5,4,-8,4,8,31,0.4
O=C(CSc1ccc2nnc(CCNC(=O)c3ccc(F)cc3)n2n1)NCc1ccco1,-3,0.6,-4,-2.1,4,5,4,6,24,-0.4
CC(OC(=O)C1CCN(S(=O)(=O)c2ccc(Cl)cc2)CC1)C(=O)NC1CCCCC1C (stereo not drawn),1,i,-1,1.8,0,-11,-1,-1,5,0.7
COc1ccc(N2CCN(C(=O)COCC(=O)O)CC2)cc1,-6,i,1,-12,5,1,-2,3,-2,1.5
CCN1CCN(c2ncc(C(=O)N3CCCc4ccccc43)c3ccccc23)CC1,6,i,0,x,5,1,8,5,2,-0.5
CN(C)CCN(C(=O)c1cccs1)c1nc2cc3c(cc2s1)OCCO3,4,0.4,-1,1.2,-6,-12,1,1,34,-0.3
CC1CCCCC1NC(=O)c1ccc(S(=O)(=O)NNC(=O)c2ccncc2)cc1 (stereo not drawn),-8,0.1,-4,-5.2,-1,-4,5,4,5,-0.6
O=C(Nc1cc(Cl)ccc1-n1cncn1)c1ccco1,-1,i,0,-1.7,3,0,-8,-2,5,0.2
N#CCC(=O)N/N=C/c1c(-c2ccccc2)n(-c2ccccc2)c2ccccc12,-4,-0.5,0,-0.1,22*,x,5,-8,21,2.5
CCOC(=O)CCc1c(C)nc(SCCN2CCCC2)c(C#N)c1C,5,-0.3,-3,x,-3,1,0,0,21,0.3
CC(=O)Sc1nc(-c2ccccc2)[nH]c1S(=O)(=O)c1ccc(C)cc1,-8,x,x,x,3,0,x,1,21,x
Cc1nc(SC(C(N)=O)c2ccccc2)c(C#N)c(C)c1C (stereo not drawn),9,0.0,-3,1.7,1,-5,2,1,21,x
CCOC(=O)N/N=C1\CCc2ccccc21,6,-0.2,2,x,4,x,-3,1,5,0.6
Cc1ccc(S(=O)(=O)N2[C@@H](c3ccc(Br)cc3)C(C(=O)O)=CC[C@H]2c2cccc(C)c2)cc1,-7,i,-3,-2.0,x,-8,25,2,x,17
NC(=O)c1ccc(N=Cc2ccc([N+](=O)[O-])s2)cc1,-25,i,-3,-2.3,4,8,1,5,-7,-0.8
Cc1ccc(-c2nn(C(C)(C)C)c3ncnc(NS(=O)(=O)c4ccc([N+](=O)[O-])cc4)c23)cc1,-1,-0.5,-11,1.1,6,16,32,-2,29,2.1
CCN(CC(=O)Nc1ccc(N2CCOCC2)cc1)Cc1nc2ccccc2c(=O)[nH]1,6,-3.6,2,x,4,-7,4,7,27,-1.2
COc1cccc(OCC(=O)Nc2c3c(nn2-c2ccccc2)CS(=O)(=O)C3)c1,-3,-0.1,-1,1.6,0,-17,-6,-18,10,1.1
O=C(c1ccc(NC(=O)C2(c3ccccc3)CCOCC2)cc1)N1CCOCC1,-1,0.3,-3,x,-1,-9,-4,8,-7,-0.7
COc1ccc2cc(-c3ccsc3)ncc2c1,-1,-0.3,2,0.1,x,-4,18,2,x,3.1
CCOc1ccc(N2C(=O)CC(SCC(=O)O)C2=O)cc1 (stereo not drawn),7,-0.5,0,0.7,2,-12,1,17,16,2.9
CSCCC(NC(N)=O)C(=O)N(C)CC(=O)Nc1ccc(C)cc1 (stereo not drawn),4,1.4,-1,x,-4,2,4,-5,24,-1.1
Cc1ccccc1OCCn1cnc2cc([N+](=O)[O-])ccc2c1=O,-13,-1.4,-1,0.5,0,-9,-6,-8,-15,-0.4
CCOC(=O)c1cnc2ccc(OCC)cc2c1N1CCN(c2ccccc2)CC1,-6,0.7,4,x,-3,15,3,-4,19,4.7
Cc1cc(Br)cc(Cl)c1OC(=O)c1cnccn1,1,-7.3,-2,0.6,2,-12,0,6,-19,-0.4
CCN(CC)C(=O)c1ccccc1NS(C)(=O)=O,7,0.1,-1,-8.2,-1,-4,-7,1,-27,-0.6
O=C(CN1CCCC1)Nc1ccccc1Sc1ccc(Cl)cc1,1,i,-2,1.3,1,-14,14,2,8,-2.4
COc1ccc(/C=N/N=C2/C(=O)Nc3ccccc32)cc1O,0,i,10,-0.1,-4,x,0,-30,13,-0.6
O=C1CCc2cc(S(=O)(=O)N3CCN(c4ccccc4F)CC3)ccc2N1,-14,i,-5,x,2,-11,5,6,-2,-0.2
CCC(CC)C(=O)c1c[nH]c(C(=O)NCc2cccs2)c1,-12,-0.3,-6,-0.3,-3,-7,-6,6,17,-0.9
C=CCn1c(CCCNC(=O)CCC)nc2ccccc21,-1,-5.0,-4,x,4,-7,1,-9,-18,-0.3
O=C1c2oc3ccc(Cl)cc3c(=O)c2C(c2ccco2)N1CCN1CCOCC1 (stereo not drawn),1,-1.1,-5,-9.5,1,2&-8,13,1,46,0.0
O=C(CCN1CCCCC1)Nc1ccc(F)c(F)c1,x,0.9,-1,-0.1,x,x,2,0,x,x
COc1ccc(C2CC(=O)C(C=NCCN3CCOCC3)=C(O)C2)cc1 (stereo not drawn),-8,i,0,x,-5,-5,-3,7,34,-0.3
Cc1ccc(C(=O)N2CCN(C(=O)C3CCCO3)CC2)cc1 (stereo not drawn),-1,-0.3,-3,-1.1,x,2,11,9,x,-0.6
O=C(N[C@@H](Cc1ccccc1)C(=O)N1CCN(S(=O)(=O)c2cccc(F)c2)CC1)c1ccco1,-14,1.1,-2,-2.2,x,-12,19,5,x,-0.8
O=C(/C=C/c1cn(-c2ccccc2)nc1-c1cccs1)NCCN1CCOCC1,-8,i,6,3.0,0,-5,34,2,3,0.6
O=C(NCCc1c[nH]c2ccccc12)C1CCC(=O)N(CCc2cccc(F)c2)C1 (stereo not drawn),-5,0.8,-8,-0.8,-3,-7,-1,-23,-13,-0.4
COc1ccc(Cl)cc1NC(=O)N1CCN(S(C)(=O)=O)CC1,2,-0.2,-4,x,1,-14,11,11,7,1.5
COC(=O)C(CC(=O)CNC(=O)c1ccccc1)NC(=O)c1ccccc1 (stereo not drawn),x,1.3,-3,-0.2,x,-10,-2,4,x,1.3
CC1(O)CC(c2ccc(Cl)cc2)=NN1C(=O)c1ccc(Cl)cc1 (stereo not drawn),10,0.3,-10,1.8,1,-14,-7,-39,-12,-0.9
CCN(CC(=O)NCc1cccs1)C(=O)c1cccc(S(=O)(=O)Nc2ccc(C)cc2)c1,1,-0.9,1,-10,x,-2,29,4,x,0.2
COc1cccc(NC(=O)C(Cc2ccccc2)n2cccc2)c1 (stereo not drawn),-8,2.1,-2,0.8,-1,7,4,-8,20,1.5
CCOc1ccc(OCCOCCn2ccnc2)cc1,-2,-0.6,-3,x,-7,-7,6,1,16,-0.5
CCO[C@@H]1c2c(ccc3ccc(=O)oc23)OC(C)(C)[C@H]1O,5,i,-12,-0.2,x,-11,3,-1,x,-0.6
c1ccc2c(c1)nc1n2CC2CON(C3CCCCC3)C12 (stereo not drawn),-5,-0.3,-2,0.2,x,5,0,8,7,0.3
N=C1SC(c2ccccc2)C(=O)N1c1ncc(Cc2ccccc2Cl)s1 (stereo not drawn),-10,-1.7,-1,x,2,-5,-4,3,3,0.2
CC(N)c1csc(Nc2nccc(C(F)(F)F)n2)n1 (stereo not drawn),x,-0.9,2,1.4,x,x,-1,x,x,x
CC1(C)C2CCC1(C)C(NC(=O)CCN1CCCCC1)C2 (stereo not drawn),4,i,-4,x,-5,-10,5,5,44,-1.0
Cc1ccc(NC(=O)c2ncn(CC(=O)N[C@H](CO)Cc3c[nH]c4ccccc34)n2)cc1C,x,0.8,-3,2.4,x,-4,8,3,x,-0.8
O=C1CSC(=O)N1CCOCCN1C(=O)CSC1=O,1,1.3,-6,x,-7,5,5,-7,10,0.6
COC(=O)COc1ccc(/C=C2/NC(=O)N(CC(=O)OC)C2=O)cc1,1,-0.7,-1,-0.2,-3,1,3,5,7,-0.6
Nc1nc(N2CCCCC2)c2ncn(C3OC(CO)C(O)C3O)c2n1 (stereo not drawn),x,-4.8,-7,0.3,x,x,0,7,x,x
O=C(Nc1ccc2c(c1)OCCO2)c1ccccc1F,1,i,-2,x,2,4,0,2,-1,0.0
N=c1c(S(=O)(=O)c2ccccc2)cc2c(=O)n3ccccc3nc2n1CCCN1CCOCC1,-1,-0.2,-8,-0.7,3,8,-5,28,18,0.5
CC(=O)Nc1ccc(NC(=O)CCn2c(=O)oc3ccccc32)cc1,3,-2.6,5,x,-2,-7,5,7,16,2.6
CCc1cccc(NC(=O)Cn2cc3c(n2)CCCC3)c1,10,i,2,-3.9,-4,-11,4,5,25,0.5
CC(C)CN1CCC(=O)N([C@H](CN=[N+]=[N-])Cc2ccccc2)CC1,-10,i,4,1.6,-6,-1,7,2,9,1.3

# (further entries)
Molecule,Rv3671c protease,Vc quorum ag,Anthrax LF inh2,TcdB inh,3CLpro inhibitor,SSB-PriA inh,Y pestis TopoI,MazEF act,VHR inh abs,PfHsp40 yeast
Cc1ccc(CN2CC(C(=O)NNC(=O)c3ccc(F)cc3)CC2=O)cc1 (stereo not drawn),8,i,-3,-1.0,x,-11,0,10,x,15
Cc1cccc(NC(=O)CCN2C(=O)c3ccccc3C2=O)c1,3,-0.6,-13,-1.0,5,-11,-2,3,30,-1.7
CSc1ccc(Cl)c(C(=O)N2CCN(CC(=O)N3CCCC3)CC2)c1,6,i,-2,0.3,x,3,11,3,x,1.5
CCOc1ccc(NC(=O)c2cnccn2)cc1,-2,-0.9,2,x,2,-4,-2,-2,-16,-0.5
O=C(Nc1cc(Cl)ccc1O)C1CC(c2ccccc2Cl)=NO1 (stereo not drawn),x,-0.6,-10,-1.2,11,-5,-3,1,-18,1.9
Cc1cc(=O)n2[nH]c(-c3ccco3)nc2n1,-1,i,1,x,-2,-10,2,-5,33,0.1
COc1ccc(-c2noc(CN3CCN(c4ccccc4F)CC3)n2)cc1OC,2,i,-4,x,2,-12,11,0,5,1.1
COc1cc(/C=C/C(=O)O)cc(S(=O)(=O)Nc2ccccc2SC)c1OC,7,-0.3,0,-0.6,1,-14,-2,-4,3,0.6
CC[n+]1c(/C=C(/C)SC)sc2ccccc21,-14,0.0,9,x,-2,-2,-4,14,35,1.7
COc1ccc(OCC(=O)N2CCN(C(=O)c3ccc(F)cc3)CC2)cc1,2,-0.4,2,0.8,-1,0,-4,8,37,-0.1

# Assay outcomes: PubChem, several laboratories
